Screening results (PubChem BioAssay)
RXFP1 antag: RXFP1 (human) relaxin receptor antagonism; Q9HBX9; HEK293-RXFP1, relaxin-stimulated cAMP HTRF, 30 min; stronger effect = lower value; activity change, negative = inhibition, % at 57.5 µM; actives 0.59% (n = 350,000);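 active = activity change of -60% or lower, but not beyond a set lower limit; inconclusive = change between -60% and -40%, or beyond the set limit; inactive = change above -40%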; note: % is set by controls: 0 for no effect and ±100 for the full control effect
Anesthetic bind: binds horse apoferritin like a general anesthetic. P02791. AID 485281. actives 0.074% (n = 350,000). Potency, µM (doses to about 77.5 µM), inactives show at the top dose activity change, negative = displacement, most hits filed as inhibitors. apoferritin/1-aminoanthracene competitive binding, fluorescence; note: potency is the fitted concentration of half-maximal effect; % is set by controls: 0 for no effect and ±100 for the full control effect; nearly all actives have a fitted effect of over 20% in size
Target sequence (P02791 2-175 limits assumed): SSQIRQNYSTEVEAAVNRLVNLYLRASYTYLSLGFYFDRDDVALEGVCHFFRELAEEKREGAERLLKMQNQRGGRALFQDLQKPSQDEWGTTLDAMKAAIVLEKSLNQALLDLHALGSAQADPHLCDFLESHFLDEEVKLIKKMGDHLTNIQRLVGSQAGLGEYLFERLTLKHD
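In PBS, apoferritin at 10 uM is loaded with 1-AMA from a 50% saturated solution. After 10 min of compound exposure at ambient temperature, reduced 535 nm fluorescence indicates probe displacement.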
RXFP1 agonist: agonists of human relaxin receptor RXFP1; Q9HBX9; HEK293T-RXFP1 cAMP TR-FRET, 30 min; response scale: percent of porcine relaxin response, buffer zero; Potency, µM (doses to about 57.5 µM), for inactives: at the highest dose activation, usual class: activators; actives 0.3% (n = 370,000); AID 2676; note: potency is the fitted concentration of half-maximal effect; % is set by controls: 0 for no effect and ±100 for the full control effect; nearly all actives have a fitted effect of over 60% in size; many of its hits are not listed in these tables
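HEK293T cells stably expressing RXFP1 were pretreated with the PDE4 inhibitor Ro 20174, exposed to compounds for 30 min at 37C, lysed, and cAMP was read by TR-FRET. Data normalized to buffer (basal) and 29 nM porcine relaxin (100%).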
D1 agonist: activates the human D1 dopamine receptor; actives 1% (n = 360,000); AID 504660; HEK293 T-REx D1 cells, calcium flux, agonist mode; activation, % at 2 µM; in the data active = activation above about 30%; note: 0% is about no effect
Target sequence (P21728 whole entry, looked up): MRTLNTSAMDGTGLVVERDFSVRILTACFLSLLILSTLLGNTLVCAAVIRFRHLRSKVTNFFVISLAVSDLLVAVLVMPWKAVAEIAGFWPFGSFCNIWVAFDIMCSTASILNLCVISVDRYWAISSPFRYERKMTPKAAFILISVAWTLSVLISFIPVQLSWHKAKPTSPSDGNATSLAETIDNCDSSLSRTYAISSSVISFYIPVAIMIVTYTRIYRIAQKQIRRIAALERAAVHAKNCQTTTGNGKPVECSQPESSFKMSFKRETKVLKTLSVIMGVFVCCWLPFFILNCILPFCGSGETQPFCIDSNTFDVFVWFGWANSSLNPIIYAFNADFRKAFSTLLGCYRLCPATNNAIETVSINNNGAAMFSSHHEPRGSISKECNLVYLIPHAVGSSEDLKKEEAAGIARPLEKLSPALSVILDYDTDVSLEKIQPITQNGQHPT
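Inducible HEK293 T-REx D1 cells, force-coupled to calcium signalling, were plated at 4000 cells/well with tetracycline and held overnight at 30 C. After no-wash calcium dye loading, compound-evoked calcium rise over 180 s flagged agonists.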
TRHR PAM: TRH receptor (human) allosteric enhancement; P34981; TRHR cells, fluo-8 calcium fluorescence, EC20 TRH enhancement; enhancement, % at 2 µM; actives 0.66% (n = 360,000); in the data active = enhancement above about 30%; note: 0% is about no effect
Target sequence (P34981 whole entry, looked up): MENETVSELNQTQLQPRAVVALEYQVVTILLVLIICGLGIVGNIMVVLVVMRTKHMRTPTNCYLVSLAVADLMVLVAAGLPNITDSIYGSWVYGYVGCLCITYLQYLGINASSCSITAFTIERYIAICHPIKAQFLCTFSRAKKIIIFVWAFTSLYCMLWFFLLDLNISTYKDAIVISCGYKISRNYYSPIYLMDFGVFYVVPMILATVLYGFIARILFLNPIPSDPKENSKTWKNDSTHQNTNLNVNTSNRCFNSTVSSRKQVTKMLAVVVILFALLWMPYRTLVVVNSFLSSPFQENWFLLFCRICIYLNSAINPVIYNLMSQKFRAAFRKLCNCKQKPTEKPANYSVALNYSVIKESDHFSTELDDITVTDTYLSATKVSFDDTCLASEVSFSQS
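Enhancer read-out: after compound pinning and an initial kinetic agonist-mode read, an EC20 of TRH (10 nM final) was injected and fluo-8 calcium signal (Ex 480/Em 530) followed at 1 s/cycle for 100 cycles in TRHR-expressing cells.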
D1 PAM: enhances dopamine response at the human D1 receptor; HEK293 TREx D1 cells, calcium flux, dopamine EC20 potentiation; potentiation, % at 10 µM; AID 504651; P21728; actives 0.036% (n = 360,000); in the data active = potentiation above about 30%; note: 0% is about no effect
D2 potentiator: positive allosteric modulators of human D2 dopamine receptor. potentiation, % at 10 µM. HEK293 T-REx D2, calcium flux, EC20 dopamine potentiation. actives 0.34% (n = 340,000). P14416;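 active = potentiation over 3 SD above the plate norm, cut at about 30% in these data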; note: 0% is about no effect
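Calcium flux readout, no-wash dye, 1 read/s. Inducible HEK293 Trex D2 line, overnight 30 C. Compound alone 180 s (agonist flags), then EC20 dopamine, another 180 s to score potentiation.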
TRHR ag: activates the human TRH receptor; activation, % at 2 µM; TRHR cells, calcium flux fluo-8, FDSS agonist mode; P34981; actives 0.18% (n = 360,000); in the data active = activation above about 30%; note: 0% is about no effect
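Fluo-8-loaded TRHR cells; 10 s baseline, compound added, kinetic Ca2+ fluorescence read 1/s, agonist mode.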
D1 antagonist: antagonists of human D1 dopamine receptor | HEK293 TREx D1 cells, calcium flux, dopamine EC80; stronger effect = lower value | activity change, negative = inhibition, % at 10 µM | actives 3.2% (n = 360,000); in the data active = activity change below about -30%; note: % is set by controls: 0 for no effect and ±100 for the full control effect
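Allosteric or orthosteric antagonism assessed as attenuation of the calcium response to EC80 dopamine, added 180 s after compound, in induced HEK293 Trex D1 cells loaded with no-wash calcium dye.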
* marks the source's active call; other numbers are inactive results; ? = inconclusive; · = no result given; [ ] = dose if it differs, or a comment. Unless noted, calls come from the whole dose curve; as a rule, active = well fitted curve in the direction sought with a large enough effect; inconclusive = small, poorly fitted or top-dose-only effect, or another doubt; inactive = no such curve, though single readings can be large; an effect the other way counts as inactive or inconclusive. Not all compounds are listed. The share of hits here may be higher or lower than overall.

SMILES | RXFP1 antag | Anesthetic bind | RXFP1 agonist | D1 agonist | TRHR PAM | D1 PAM | D2 potentiator | TRHR ag | D1 antagonist
Cc1ccc(NC(=O)CS(=O)CC(=O)Nc2cccc(C)c2C)cc1F (configuration not stated) | 14 | ? | 1.1% | 2 | -1 | -3 | -4 | 0.0 | 1
FC(F)(F)c1nc2ccccc2n1CCNc1nc(CN2CCCCC2)cs1 | · | -12% | -0.6% | -1 | 3 | -4 | 4 | 0.8 | 5
CC(C)CCNC(=O)c1ccc(Cn2c(SCC(=O)NC(C)C)nc3ccccc3c2=O)cc1 | · | -9% | 3.2% | 3 | -5 | -2 | -13 | -0.6 | -3
CCN(CC)S(=O)(=O)c1ccc(OC)c(NC(=O)COc2ccc3c(C)cc(=O)oc3c2)c1 | · | -17% | ? | 1 | -5 | -1 | 8 | 0.4 | 7
COc1ccc(S(=O)(=O)N2CCCCC2)cc1NC(=O)c1ccc2ccccc2n1 | -2 | 8% | -0.1% | 1 | -9 | -8 | -2 | 0.6 | -2
CC(C)Cn1c(=O)c2c(nc3n2CC(C)CN3Cc2ccccc2)n(C)c1=O (configuration not stated) | 4 | -12% | 2.7% | 3 | -6 | 3 | -6 | -0.1 | -13
Cc1noc(NS(=O)(=O)c2ccc(N/C=C\C(=O)c3ccc4c(c3)OCO4)cc2)c1C | 9 | -21% | 0.1% | 2 | 2 | -1 | 12 | -0.8 | -17
CCN(CC)S(=O)(=O)c1ccc(N2CCCC2)c(NC(=O)Cc2cc(OC)c(OC)c(OC)c2)c1 | -2 | 7% | 5.5% | 0 | -3 | -3 | -4 | -0.3 | 10
O=C(CN(Cc1ccccc1Cl)C(=O)Cn1nnc(-c2cccs2)n1)NCC1CCCO1 (configuration not stated) | 19 | -16% | -1.3% | 2 | 15 | -9 | -6 | 0.1 | 0
CC(NC(=O)c1cccnc1Sc1ccccc1)c1ccc(S(N)(=O)=O)cc1 (configuration not stated) | -12 | -5% | -1.1% | 0 | -1 | -15 | -4 | -0.2 | -6
O=C(NC1CCCCC1)C(c1ccco1)N(C(=O)c1csnn1)c1ccccc1 (configuration not stated) | -5 | 4% | 3.2% | 5 | -7 | · | 0 | 0.0 | -19
COC(=O)C(Sc1nc(C)cc(C)c1C#N)c1ccccc1 (configuration not stated) | 7 | -14% | 3.6% | 6 | -5 | -7 | 3 | -0.7 | -32*
O=C(Cc1noc2ccccc12)Nc1ccc2ccccc2c1 | -4 | 3% | -2.1% | 6 | 2 | -12 | · | -0.5 | -21
COc1ccccc1C1C2=C(CC(C)(C)CC2=O)N(CC(=O)O)C2=C1C(=O)CC(C)(C)C2 | -3 | 148%[activator] | 2.4% | 4 | -2 | -3 | 4 | 0.7 | -4
Cc1ccc(COn2nnc3ccc(S(=O)(=O)N4CCOCC4)cc32)cc1 | -1 | · | -0.3% | 0 | 0 | -1 | 9 | -0.2 | -5
COc1ccc(OC(C)C(=O)Nc2ccc(F)cc2F)cc1 (configuration not stated) | -1 | -10% | 1.4% | 1 | 9 | 3 | 16 | -0.3 | -4
Cc1ccc(/C=N/NC(=O)c2cccs2)s1 | 0 | -7% | -0.5% | 1 | -6 | 5 | -7 | 0.1 | -8
O=C(COC(=O)C1COc2ccccc2O1)Nc1ccc(Cl)cc1 (configuration not stated) | -10 | · | -0.6% | 1 | 4 | · | -1 | 0.1 | -12
Fc1ccc2nc(N3CCOCC3)sc2c1 | -10 | -6% | 3.0% | 3 | 6 | 1 | 1 | -0.5 | -10
COc1ccc([C@@H]2C[C@H](c3ccccc3)Oc3cc(OC)c(OC)c(OC)c32)cc1 | · | 48%[activator] | -3.2% | 4 | 10 | 0 | 3 | -0.1 | 17

An excerpt from above in order of SMILES length, lowest first.
SMILES | RXFP1 antag | Anesthetic bind | RXFP1 agonist | D1 agonist | TRHR PAM | D1 PAM | D2 potentiator | TRHR ag | D1 antagonist
Fc1ccc2nc(N3CCOCC3)sc2c1 | -10 | -6% | 3.0% | 3 | 6 | 1 | 1 | -0.5 | -10
O=C(Cc1noc2ccccc12)Nc1ccc2ccccc2c1 | -4 | 3% | -2.1% | 6 | 2 | -12 | · | -0.5 | -21
COc1ccccc1C1C2=C(CC(C)(C)CC2=O)N(CC(=O)O)C2=C1C(=O)CC(C)(C)C2 | -3 | 148%[activator] | 2.4% | 4 | -2 | -3 | 4 | 0.7 | -4

3 entries from above, ordered by their value in TRHR ag, descending:
molecule | RXFP1 antag | Anesthetic bind | D1 agonist | TRHR PAM | D1 PAM | D2 potentiator | TRHR ag | D1 antagonist
CCN(CC)S(=O)(=O)c1ccc(OC)c(NC(=O)COc2ccc3c(C)cc(=O)oc3c2)c1 | · | -17% | 1 | -5 | -1 | 8 | 0.4 | 7
O=C(COC(=O)C1COc2ccccc2O1)Nc1ccc(Cl)cc1 (configuration not stated) | -10 | · | 1 | 4 | · | -1 | 0.1 | -12
Cc1ccc(NC(=O)CS(=O)CC(=O)Nc2cccc(C)c2C)cc1F (configuration not stated) | 14 | ? | 2 | -1 | -3 | -4 | 0.0 | 1

Additional results:
SMILES | RXFP1 antag | Anesthetic bind | RXFP1 agonist | D1 agonist | TRHR PAM | D1 PAM | D2 potentiator | TRHR ag | D1 antagonist
COc1ccc(C(=O)NCC(c2ccco2)S(=O)(=O)c2ccccc2)cc1 (configuration not stated) | -2 | -11% | 2.4% | 1 | 2 | -3 | 7 | 0.4 | ·
CCCc1nn2c(=O)cc(COc3cccc(NC(=O)c4ccco4)c3)nc2s1 | -8 | -1% | 3.6% | 4 | 3 | 1 | -13 | -0.3 | 4
CC/C(=N\NC(=O)c1ccc(-c2ccccc2)cc1)C12CC3CC(CC(C3)C1)C2 | -13 | -22% | -2.5% | 1 | 9 | 0 | -5 | -0.3 | 0
CC1CC(C)CN(CCCNS(=O)(=O)c2ccc3c(c2)CCN3C(=O)C2CC2)C1 (configuration not stated) | -11 | 2% | 2.0% | 6 | -5 | 6 | 21 | 0.3 | 24
CCN(CC)C(=O)c1cc(S(=O)(=O)N2CCCCC2)c[nH]1 | · | -10% | 1.7% | 8 | -1 | -3 | -12 | 0.7 | -36*
Cc1c(C(=O)Nc2ccc(OC(F)(F)F)cc2)sc2nc3n(c(=O)c12)CCC3 | -14 | ? | 5.1% | 13 | 2 | 0 | 16 | 0.4 | -6
Cc1ccc(NC(=S)NCC2CCCO2)cc1 (configuration not stated) | -3 | -13% | -0.8% | 0 | 0 | -8 | 5 | -0.3 | 8
COc1cc(/C=C2/C(=O)ON=C2C)ccc1OCc1ccccc1F | -5 | -14% | ? | 5 | 4 | -8 | 4 | -0.8 | -14
COCc1cc(C)nc(SCC(=O)Nc2ccc3c(c2)n(C)c(=O)n3C)c1C#N | 0 | -3% | ? | 1 | -3 | -2 | -20 | -0.2 | -11
CS(=O)(=O)N1CCC(C(=O)Nc2ccc(C(N)=O)cc2)CC1 | -2 | 16% | 0.5% | 4 | -3 | 4 | · | 0.6 | -5
COCCNc1ccc([N+](=O)[O-])cc1C(=O)NC1CCCc2ccccc21 (configuration not stated) | -4 | 2% | 0.0% | 9 | 15 | · | -2 | -1.4 | -7
Cc1cc(=O)n2nc(N3CCCC(C(=O)NCc4ccc5c(c4)OCO5)C3)sc2n1 (configuration not stated) | 0 | -9% | 1.0% | 2 | 1 | 0 | -1 | 0.2 | -2
CCOC(=O)c1c(NC(C)=O)c2c3c(sc2n1Cc1nc(-c2ccccc2Cl)oc1C)CCCC3 | 0 | 5% | -2.0% | 2 | -6 | -2 | 5 | 0.4 | -5
O=C(Cc1ccc(Br)cc1)c1ccc(O)cc1O | -8 | ? | -1.1% | 8 | 11 | 0 | -8 | 0.8 | -28
Nc1nc(-c2cc(O)ccc2[N+](=O)[O-])cc(-c2ccccc2)c1[N+](=O)[O-] | -1 | -5% | 14% | 20 | 18 | -9 | 2 | 9.7 | -13
COc1cc(OC)cc(C(=O)NCC(=O)OCC(=O)NC(C)(C)C)c1 | 1 | 2% | 0.2% | 1 | -2 | 3 | 1 | 0.6 | -30
COC(=O)c1cc2sc(Cl)cc2n1Cc1nc(-c2ccc(OC)cc2)oc1C | -2 | 6% | -2.5% | 2 | -3 | -3 | 8 | 0.1 | 2
CCOC(=O)c1cc2c(ccn2C)n1CC(=O)N1CCN(c2ccccc2OC)CC1 | · | -17% | 0.2% | 5 | -5 | -6 | -11 | -0.9 | 8
O=C(Nc1cnccn1)Nc1ccccc1F | 18 | -1% | -1.4% | 0 | -3 | -1 | -1 | 0.1 | 4
Clc1cccc(Cl)c1CSc1cc2c(nn1)-c1ccccc1CC2 | 2 | -10% | 2.1% | 2 | 7 | -2 | 7 | 0.2 | -1
COc1cccc(-c2cc(C(=O)NCCc3ccccc3)no2)c1 | -8 | -10% | 3.9% | 2 | -1 | -2 | -5 | 0.0 | -11
O=C(Nc1ccon1)c1ccc2c(c1)OCO2 | 9 | 2% | 13% | 3 | -2 | 0 | · | 0.8 | 2
CCOc1ccc(NC(=O)c2c(NCc3cccs3)sc3c2CCC(C)C3)cc1 (configuration not stated) | -38 | -6% | -2.2% | -1 | 13 | -5 | 9 | -1.1 | 8
CC(C)c1ccc(Cc2nnc(NCCCO)[nH]c2=O)cc1 | 2 | -16% | -0.4% | 0 | 8 | 16 | 10 | -0.4 | -2
O=C(Nc1ccc(F)cc1F)c1ccc(-n2cnc3cccnc32)cc1 | · | -11% | 0.8% | 1 | 6 | -2 | -2 | 0.5 | -17
COc1ccc(C2C(=O)N(C3CCCCC3)CC(=O)N2CC2COc3ccccc3O2)cc1 (configuration not stated) | -4 | -8% | -2.3% | 0 | 1 | -1 | -15 | -0.6 | -1
CCn1nc(C)c(CNC(=O)C2CCC(=O)N(CCc3ccc(OC)cc3)C2)c1C (configuration not stated) | -11 | -6% | 0.5% | -1 | -5 | 4 | 3 | 0.2 | 0
CCOc1cc(C(=O)Nc2cccc(OCC(=O)N3CCOCC3)c2)cc(OCC)c1OCC | 23 | 31%[activator] | 7.6% | 1 | -1 | -6 | 3 | -0.9 | -18
CC(NC(=S)NNS(=O)(=O)c1ccc(C(C)(C)C)cc1)c1ccccc1 (configuration not stated) | -6 | -6% | 0.0% | 0 | 2 | -13 | 11 | 0.2 | 5
CN(C)c1ccc(C(=O)OCC(=O)NCCCc2ccccc2)cc1 | 1 | ? | 0.6% | 0 | -4 | -4 | 4 | -0.4 | 7
Cn1cc(Cl)c(C(=O)OCC(=O)c2ccccc2)n1 | -3 | -18% | 0.5% | 1 | -5 | 0 | -5 | 1.5 | 4
COc1ccc2oc(C(=O)OCC(=O)Nc3cccc(S(=O)(=O)N4CCOCC4)c3)c(C)c2c1 | 1 | · | 1.9% | 5 | 7 | -8 | 2 | 1.0 | -16
